# Source: PubChem
# Rac1 wt modul: wildtype Rac1 GTP binding modulators, primary screen, biochemical, GST-Rac1 beads, flow cytometry, multiplex; GTP binding activity (% of control), % at 10 µM; fluorescent GTP binding; actives lie on both sides; 0 = cold GTP competed, 100 = untreated; AID 757, 2007; hit rate 0.27% among 190,000;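 active = GTP binding activity at least 20 points away from the 100% control level, either lower or higher; inconclusive = compound flagged as likely green fluorescent, judged across all proteins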
# Mcl-1 Bim block: inhibitors of Bim peptide binding to Mcl-1, primary screen, biochemical, bead-based flow cytometry, multiplex; AID 1009, 2008; Bim peptide-Mcl-1 binding; inhibition, % at 10 µM; hit rate 0.1% among 190,000; in the data active = inhibition above about 40%;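 also: 0% = no compound tracer wells and 100% = peptide blocker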
# Target sequence (Q07820 whole entry, looked up): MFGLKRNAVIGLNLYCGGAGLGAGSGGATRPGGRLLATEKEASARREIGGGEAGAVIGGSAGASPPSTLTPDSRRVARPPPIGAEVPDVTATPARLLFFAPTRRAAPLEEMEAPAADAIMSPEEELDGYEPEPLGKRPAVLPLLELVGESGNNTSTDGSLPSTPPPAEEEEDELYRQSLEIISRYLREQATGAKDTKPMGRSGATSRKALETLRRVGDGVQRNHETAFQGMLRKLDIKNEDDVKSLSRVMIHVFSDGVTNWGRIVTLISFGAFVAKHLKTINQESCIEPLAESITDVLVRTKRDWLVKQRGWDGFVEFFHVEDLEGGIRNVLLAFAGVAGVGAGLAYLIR
# Pf gametocyte: late stage P. falciparum gametocyte viability inhibitors, primary screen, ATP luminescence, HTS. P. falciparum stage V gametocytes, 24 h. inhibition, % at 10.9 µM. hit rate 0.065% among 150,000;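 active = inhibition above the mean plus 3 SD of compounds within the control limits, set per campaign, cut at about 38% in these data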;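 also: 0% = DMSO wells and 100% = medium only without gametocytes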
# Cdc42 wt: modulators of GTP binding to wildtype Cdc42, primary screen, biochemical, multiplex bead flow cytometry, Bodipy-GTP; Cell division control protein 42 homolog (Homo sapiens), P60953; GST-Cdc42 beads; actives lie on both sides; percent activity (GTP binding), % at 10 µM; hit rate 0.2% among 190,000; AID 761, 2007;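 active = percent activity GTP binding at least 20 points away from the 100% baseline, either down as inhibitor or up as activator; inconclusive = compound flagged as likely green fluorescent from well-wide comparison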;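 also: median bead fluorescence of bound Bodipy-FL-GTP at 100 nM; 0% = excess unlabeled GTP control and 100% = no compound control; below 100% means less GTP binding so inhibitor and above means activator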
# Target sequence (P60953 whole entry, looked up): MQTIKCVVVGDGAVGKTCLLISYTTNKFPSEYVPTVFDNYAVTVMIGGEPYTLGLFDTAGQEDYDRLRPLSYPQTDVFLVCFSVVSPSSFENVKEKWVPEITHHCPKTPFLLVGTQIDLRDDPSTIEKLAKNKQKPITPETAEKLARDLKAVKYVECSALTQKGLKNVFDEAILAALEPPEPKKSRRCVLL
# Rac1 act GTP bind: GTP binding modulators of activated mutant Rac1, primary screen, biochemical, bead-based flow cytometry, multiplex, fluorescent GTP. Ras-related C3 botulinum toxin substrate 1 (Homo sapiens), P63000. GST-Rac1 activated beads; actives lie on both sides; 100% means binding = to untreated wells. percent activity (GTP binding), % at 10 µM. hit rate 0.11% among 190,000;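 active = GTP binding at least 20 percentage points away from the 100% baseline, in either direction, so actives lie on both sides; inconclusive = Compound likely fluorescent itself, or too few beads counted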
# RGS8-Gao: RGS8-Galphao binding modulators, primary screen, biochemical, multiplexed bead flow cytometry; actives lie on both sides; response (percent of control binding), % at 10 µM; hit rate 0.34% among 220,000; in the data active = response below about 60% or above about 140%; inactive = in between;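 also: Galphao activated as the GDP aluminium fluoride complex binding bead-coupled RGS8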
# Target sequence (P09471 whole entry, looked up): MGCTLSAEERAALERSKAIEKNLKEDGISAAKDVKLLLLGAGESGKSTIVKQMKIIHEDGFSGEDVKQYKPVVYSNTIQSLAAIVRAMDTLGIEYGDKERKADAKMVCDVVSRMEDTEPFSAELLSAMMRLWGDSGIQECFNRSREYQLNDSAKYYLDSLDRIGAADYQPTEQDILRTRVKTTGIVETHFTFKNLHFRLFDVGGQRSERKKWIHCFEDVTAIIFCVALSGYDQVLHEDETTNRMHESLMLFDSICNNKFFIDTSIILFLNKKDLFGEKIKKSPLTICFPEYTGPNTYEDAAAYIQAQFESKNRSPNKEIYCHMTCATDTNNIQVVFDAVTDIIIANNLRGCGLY
# Rab7 wt GTP bind: modulators of GTP binding to Rab7, primary screen, biochemical, wildtype, multiplex bead flow cytometry; Rab7 GTPase wild type (dog), Bodipy-FL-GTP binding; GST-Rab7 beads, fluorescent GTP binding; actives lie on both sides; untreated = 100%, excess cold GTP = 0%; GTP binding activity (percent of control), % at 10 µM; hit rate 0.055% among 190,000; AID 758, 2007;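 active = fluorescent GTP binding to Rab7 beads changed by at least 20 points from the 100% baseline, either direction, mostly lower; inconclusive = compound itself probably fluorescent, or too few beads counted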;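 also: median green fluorescence of bound Bodipy-FL-GTP per Rab7 bead population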
# Mcl1-Bid inh: Mcl-1/Bid binding inhibitors, primary screen, biochemical, TR-FRET, 1536-well; TR-FRET Mcl-1/Bid-Dy647 peptide binding; hit rate 0.97% among 220,000; inhibition, % at 21.7 µM;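 active = compounds that cut the binding signal by more than half at the single screening dose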;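 also: His-tagged Mcl-1 with europium anti-His antibody binding Bid BH3 peptide; 0% = Mcl-1 plus peptide wells and 100% = peptide-only wells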
# Rab2A wt mod: modulators of GTP binding to Rab2A wildtype, primary screen, biochemical, dog, bead-based flow cytometry, multiplex; Ras-related protein Rab-2A (Canis lupus familiaris), P61105; GST-Rab2 wt beads, Bodipy-GTP binding; GTP binding activity, % at 10 µM; hit rate 0.19% among 190,000; AID 760, 2007;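 active = GTP binding activity at least 20 points away from 100%, either lowered or raised; inconclusive = signal likely due to the compound's own green fluorescence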;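 also: 0% = beads with excess unlabeled GTP and 100% = no-compound control corrected for plate trend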
# Mcl1-Noxa inh: Mcl-1/Noxa binding inhibitors, primary screen, biochemical, TR-FRET, 1536-well. hit rate 1.5% among 220,000. inhibition, % at 21.7 µM. TR-FRET Mcl-1/Noxa peptide binding, 2 h. AID 1022, 2008;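 active = compounds that cut the protein-peptide binding signal by more than 50% relative to plate controls in a single-dose test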;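 also: His-tagged Mcl-1 with rhodamine Noxa BH3 peptide and terbium anti-His antibody; 0% = Mcl-1 plus Noxa peptide wells and 100% = peptide-only wells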
# HRas wt GTP: modulators of GTP binding to HRas wildtype, primary screen, biochemical, bead-based flow cytometry, multiplex. GTP binding activity, % at 10 µM. GTPase HRas (Homo sapiens), P01112. GST-Ras wt beads, Bodipy-FL-GTP binding; actives lie on both sides. hit rate 0.14% among 190,000. AID 759, 2007;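 active = GTP binding activity at least 20% away from the 100% baseline, either lowered as inhibitor or raised as activator; inconclusive = flagged as likely green fluorescent, judged across all proteins in the well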;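 also: 0% = unlabeled GTP competition control and 100% = no-compound control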
# Target sequence (P01112 whole entry, looked up): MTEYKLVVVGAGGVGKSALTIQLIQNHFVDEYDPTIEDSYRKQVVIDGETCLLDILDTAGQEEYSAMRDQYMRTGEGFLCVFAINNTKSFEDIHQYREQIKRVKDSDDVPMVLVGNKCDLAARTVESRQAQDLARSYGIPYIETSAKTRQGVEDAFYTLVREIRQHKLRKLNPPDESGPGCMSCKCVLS
# * = called active by the depositor; ? = inconclusive; · = no result given. Rows are unselected, and some 2.9% of all compounds hit somewhere here.
SMILES,Rac1 wt modul,Mcl-1 Bim block,Pf gametocyte,Cdc42 wt,Rac1 act GTP bind,RGS8-Gao,Rab7 wt GTP bind,Mcl1-Bid inh,Rab2A wt mod,Mcl1-Noxa inh,HRas wt GTP
O=[N+]([O-])c1ccc(NC2CCN(Cc3ccccc3)CC2)c([N+](=O)[O-])c1,103,-2,-18,100,95,100,106,0,98,9,100
CCNc1ccc(Br)cc(C(=O)/C=C/c2ccc3c(c2)OCO3)c1=O,98,11,·,96,96,88,100,-29,97,94*,98
CC(C)C1=Nc2cccc3cccc(c23)N1,99,-6,-9,97,95,98,96,-71,95,53*,98
Cc1cccc2cc(CN(CCN(C)C)C(=S)Nc3ccccc3)c(=O)[nH]c12,100,0,-14,102,96,106,101,-51,97,12,97
Cc1ccc(C(=O)Nc2nnc(C3CCCCC3)s2)o1,94,-1,·,97,96,101,94,-6,98,0,97
O=C(NCCCN1CCCC1=O)c1ccc(OCc2ccccc2)cc1,91,-1,·,95,93,102,93,-1,94,4,97
O=C(N[C@@H](Cc1ccc(O)cc1)C(=O)O)c1cccnc1,98,-2,-16,97,96,99,105,-1,98,-4,98
Cc1cc(C(=O)CSc2nn3c(=O)c(C(C)(C)C)nnc3s2)c(C)n1C,102,0,1,99,96,98,97,-34,97,21,98
CC(C)(C)NC(=O)C(c1ccccn1)N(C(=O)c1ccc2c(c1)OCCO2)C1CCCC1 (stereo not given),97,0,-10,97,93,102,100,-12,97,-4,101
CCC(=O)N1CCc2cc(S(=O)(=O)NCCC(=O)N3CCN(c4ccccn4)CC3)ccc21,101,0,8,100,98,92,99,-14,99,1,99
O=C(Nc1cc(C(F)(F)F)cc(C(F)(F)F)c1)c1ccc(Cn2cc(C(F)(F)F)ccc2=O)cc1,101,-4,-1,102,98,100,99,-5,100,16,99
CC(=O)/C(=C/Nc1ccc(Oc2ccccc2)cc1)c1ccccc1,98,-3,·,99,94,99,97,-13,97,8,98
CN(C)C=Nc1c(Br)cc(Br)c2nonc12,108,-5,-12,105,99,92,105,-32,103,60*,105
CCOC(=O)c1[nH]c2ccc(OC)cc2c1NC(=S)N1CCN(c2cccc(C)c2C)CC1,101,-3,7,100,99,121,99,-66,101,-33,100
O=C(CSc1nc2ccccc2n1S(=O)(=O)c1cccc([N+](=O)[O-])c1)NCc1cccs1,99,-1,·,99,95,95,98,13,96,15,95
O=C(NCCSCc1c(F)cccc1Cl)c1ccc(CN2CCOCC2)cc1,104,-2,0,103,101,108,102,-41,102,5,102
O=C(Nc1ccccc1-c1ccccc1)C1CCC1,98,-4,2,98,95,99,98,-20,96,7,97
COc1ccccc1NS(=O)(=O)c1ccc(NC(=O)c2ccncc2)cc1,92,0,5,91,94,98,95,-1,92,15,92
O=C(Cn1c(=O)n(-c2ccc(F)cc2)c(=O)c2sccc21)NC1CCCCC1,98,-3,-1,98,96,103,97,-12,98,-48,96
Cc1cccc(-n2nnnc2SC(C)C(=O)NCCC2=CCCCC2)c1 (stereo not given),99,0,-17,102,99,97,98,-56,100,0,100
CCOC(=O)C1=C(C)NC(=O)NC1c1ccc(OCC(N)=O)cc1 (stereo not given),105,1,·,98,98,95,101,0,99,-3,101
CCc1ccc(N(C(=O)CCC(=O)Nc2cc(C)on2)C(C(=O)NC2CCCC2)c2ccco2)cc1 (stereo not given),102,0,·,97,97,99,95,-11,98,-3,97
CCNC(=O)COC(=O)c1sccc1C,98,0,11,95,97,101,106,-20,99,-1,97
Cc1ccc(O)c(C(=O)c2cnc3c(c2)c(=O)n(C)c(=O)n3C)c1,97,0,7,95,93,98,95,-24,93,-3,98
O=C(NCCCO)/C(=C\c1ccco1)NC(=O)c1ccc(Br)o1,101,0,0,99,100,95,103,-52,99,16,98
COc1cccc(C=Nc2cccc3c(=O)[nH][nH]c(=O)c23)c1O,100,-2,9,99,96,104,107,-4,100,24,100
Fc1cccc(NC(=S)NCc2cccnc2)c1,108,-4,1,107,102,101,104,-37,104,0,105
CCN1CCN(C(=O)C2CCC(CNS(=O)(=O)c3ccccc3)CC2)CC1 (stereo not given),98,-1,-10,99,97,·,100,-2,99,-5,99
O=C1N=C(N2CCOCC2)S/C1=C1\C(=O)N(Cc2ccccc2)c2ccccc21,101,-3,·,98,98,96,100,-6,98,18,98
O=C(c1nc2ccccn2c1CNCCCn1ncc2ccccc21)N1CCCC1,97,-1,24,95,93,102,101,-23,100,-6,97

# Mcl1-Noxa inh, hit marks shown above.
compound,Rac1 wt modul,Mcl-1 Bim block,Cdc42 wt,RGS8-Gao,Rab7 wt GTP bind,Mcl1-Bid inh,Rab2A wt mod,Mcl1-Noxa inh,HRas wt GTP
CCNc1ccc(Br)cc(C(=O)/C=C/c2ccc3c(c2)OCO3)c1=O,98,11,96,88,100,-29,97,94*,98
CC(C)C1=Nc2cccc3cccc(c23)N1,99,-6,97,98,96,-71,95,53*,98
CN(C)C=Nc1c(Br)cc(Br)c2nonc12,108,-5,105,92,105,-32,103,60*,105

# (continued)
SMILES,Rac1 wt modul,Mcl-1 Bim block,Pf gametocyte,Cdc42 wt,Rac1 act GTP bind,RGS8-Gao,Rab7 wt GTP bind,Mcl1-Bid inh,Rab2A wt mod,Mcl1-Noxa inh,HRas wt GTP
CN(CCOC(=O)c1ccc2c(c1)OCO2)C(C)(C)C,99,0,-3,96,95,95,105,-5,101,13,100
COc1cc(OC)cc(-c2nnc(SCc3c(F)cccc3Cl)o2)c1,103,0,21,102,99,108,102,-10,100,6,101
COc1cc(N=C2C(=O)N3c4c(cccc42)C(C)=CC3(C)C)cc(OC)c1,100,-2,-11,98,96,104,97,-22,96,13,98
Cc1ccc(C(=O)Nc2nc3ccccc3c(=O)s2)cc1,103,-2,·,100,100,95,100,-1,102,-79,101
CCOC(=O)c1ccc(CNCc2ccccc2)cc1,98,12,12,96,99,104,94,-30,101,8,96
N#Cc1ccccc1COc1ccc(/C=C/C(=O)O)cc1,103,-3,1,98,96,102,103,2,97,-8,98
Cc1ccc(/C=C/C(=O)O)cc1S(=O)(=O)NCC1CCCO1 (stereo not given),96,0,2,106,96,99,97,-22,93,12,98
O=C(CSc1nnc(-c2cccs2)n1-c1ccccc1)N1CCCC1,105,-3,·,106,101,100,106,-8,108,12,105
CS(=O)(=O)N(CC(=O)NCC1CCCO1)c1ccc(F)c(Cl)c1 (stereo not given),98,1,·,95,95,100,98,-2,99,12,98
CCOC(=O)C1CCCN(C(=O)CSCc2ccccc2)C1 (stereo not given),93,-2,·,95,93,102,98,-7,94,-2,96

# Ordered by the number under Rab2A wt mod (largest number first): 3 of the compounds above
Compound	Rac1 wt modul	Mcl-1 Bim block	Cdc42 wt	RGS8-Gao	Rab7 wt GTP bind	Mcl1-Bid inh	Rab2A wt mod	Mcl1-Noxa inh	HRas wt GTP
O=C(NCCSCc1c(F)cccc1Cl)c1ccc(CN2CCOCC2)cc1	104	-2	103	108	102	-41	102	5	102
CCC(=O)N1CCc2cc(S(=O)(=O)NCCC(=O)N3CCN(c4ccccn4)CC3)ccc21	101	0	100	92	99	-14	99	1	99
Cc1cc(C(=O)CSc2nn3c(=O)c(C(C)(C)C)nnc3s2)c(C)n1C	102	0	99	98	97	-34	97	21	98

# Next part:
SMILES,Rac1 wt modul,Mcl-1 Bim block,Pf gametocyte,Cdc42 wt,Rac1 act GTP bind,RGS8-Gao,Rab7 wt GTP bind,Mcl1-Bid inh,Rab2A wt mod,Mcl1-Noxa inh,HRas wt GTP
COc1ccc(C2CC(C(F)(F)F)n3nc(C(=O)NCc4cn(C)nc4C)c(Cl)c3N2)cc1 (stereo not given),?,4,-5,?,?,103,?,-30,?,7,?
CC(C)C(=O)Nc1ccc(N2CCN(C(=O)c3cccs3)CC2)cc1,97,-1,-20,99,97,100,98,-37,97,-8,99
CCCN1CCC(=NNc2ccc(S(=O)(=O)N3CCOCC3)cc2[N+](=O)[O-])CC1,104,-6,6,102,101,102,104,-34,100,24,102
Cc1onc(NC(=O)c2ccc(Cl)cc2Cl)c1Br,105,0,12,98,95,102,105,-20,99,-3,100
Cc1ccc(N2C(=O)N(CC(=O)NC(c3ccccc3)c3ccccc3)C(=O)C2C)cc1 (stereo not given),99,-2,23,98,99,94,96,1,98,23,99
CC(C)(Oc1ccc(Cl)cc1)C(=O)Nc1ccc2oc(-c3ccncc3)nc2c1,106,1,11,104,99,100,102,-2,102,-20,103
CCOC(=O)c1[nH]c(C)c(C(=O)N2CCN(C(=O)OCC)CC2)c1CC,98,-2,17,100,94,98,97,-15,97,-1,98
COc1ccc(N(CCC#N)C(=O)/C(C#N)=C/c2cccs2)cc1,105,-1,·,99,97,90,101,-10,97,-1,97
Cc1nc2c(C(=O)NCc3ccc4c(c3)OCO4)cnn2c(C)c1Cc1ccc(F)cc1Cl,99,5,9,96,97,99,93,-20,98,12,97
CC1(C)CC2CC(C)(CN2C(=O)CN2C(=O)c3ccccc3C2=O)C1 (stereo not given),93,-7,·,96,94,98,93,-15,93,·,94
CCOC(=O)CC(NC(=O)Cn1nnc(-c2ccccc2C)n1)c1ccc(OC)cc1 (stereo not given),93,0,·,94,92,108,96,-2,95,-9,95
CC(=O)NC(CCS(C)(=O)=O)C(=O)Nc1ccccc1C (stereo not given),96,-2,·,99,96,99,99,-9,98,6,99
CCCN1C(=O)C(O)(CC(=O)c2cccc(OC)c2)c2ccccc21 (stereo not given),105,5,-36,103,99,100,102,7,100,10,100
O=C(CC(c1ccccc1)c1cc(Cl)ccc1O)N1CCOCC1 (stereo not given),101,-3,·,99,99,119,102,-6,101,15,100
O=C(Nc1ncc2c(n1)-c1ccccc1CC2)c1cccs1,99,-1,3,98,98,100,106,-38,100,-2,100
COc1ccccc1C(=O)Nc1ccon1,103,-3,-3,100,96,100,104,-9,101,11,102
COc1ccc(N2CCN(C(=O)CCn3nnc4ccccc43)CC2)cc1,105,-2,·,99,96,103,103,-22,99,6,99
O=C(O)c1cccc(-n2c(-c3cnccn3)n[nH]c2=S)c1,97,-5,-10,94,97,97,98,-22,96,10,98
